RBX1-CUL1 inh: inhibitors of human ROC1-CUL1 ubiquitin ligase activity; in vitro K48 di-Ub FRET, acceptor:donor ratio, 45 min; inhibition, % at 10 µM; 140,000 compounds, 0.6% hits; AID 1347404, 2020; in the data active = inhibition above about 25%
Target sequence (P62877 whole entry, looked up): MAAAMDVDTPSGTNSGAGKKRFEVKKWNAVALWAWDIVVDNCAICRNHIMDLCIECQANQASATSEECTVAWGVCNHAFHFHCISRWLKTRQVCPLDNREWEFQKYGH
Target sequence (Q13616 whole entry, looked up): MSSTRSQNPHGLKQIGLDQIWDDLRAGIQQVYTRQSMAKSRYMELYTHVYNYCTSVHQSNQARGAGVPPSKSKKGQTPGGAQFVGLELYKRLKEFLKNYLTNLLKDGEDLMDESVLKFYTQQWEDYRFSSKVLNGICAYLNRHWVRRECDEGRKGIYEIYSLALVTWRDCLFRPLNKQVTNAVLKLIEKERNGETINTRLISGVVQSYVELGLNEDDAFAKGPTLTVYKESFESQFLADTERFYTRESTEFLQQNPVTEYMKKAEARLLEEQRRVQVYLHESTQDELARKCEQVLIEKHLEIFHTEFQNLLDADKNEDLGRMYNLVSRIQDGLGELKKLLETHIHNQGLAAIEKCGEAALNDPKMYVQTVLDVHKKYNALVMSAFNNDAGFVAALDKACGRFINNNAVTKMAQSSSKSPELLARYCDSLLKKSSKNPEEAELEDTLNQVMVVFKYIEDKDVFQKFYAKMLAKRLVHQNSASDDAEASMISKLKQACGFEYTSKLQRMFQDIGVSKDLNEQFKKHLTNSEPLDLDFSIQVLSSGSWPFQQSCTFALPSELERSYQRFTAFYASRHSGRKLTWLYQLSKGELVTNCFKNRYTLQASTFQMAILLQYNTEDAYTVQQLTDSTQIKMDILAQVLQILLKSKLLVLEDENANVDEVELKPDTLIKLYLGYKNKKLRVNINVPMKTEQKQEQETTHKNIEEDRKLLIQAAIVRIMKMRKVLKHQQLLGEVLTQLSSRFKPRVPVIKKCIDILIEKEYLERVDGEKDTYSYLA
The depositor's hits bear a star; & = joins results of further samples.

Start of the listing, in advance, 23 compounds:
SMILES	RBX1-CUL1 inh
COc1ccc(CNS(=O)(=O)c2csc(C(N)=O)c2)cc1OC	7
CC(=O)Oc1ccc(O)c(C(=O)Nc2ccc(C)cc2)c1	0
C=C(C)Cn1c(=O)c2c(nc3n(CC(C)C)c(C)c(C)n23)n(C)c1=O	6
CC(C)Cn1c(CCO)nc2ccccc21	-6
c1ccc2[nH]c(CCCCCc3nc4ccccc4[nH]3)nc2c1	9
COc1cccc(CN2C(=O)c3ccccc3Sc3ccc(C(=O)NCc4ccccc4)cc32)c1	-1
Cc1ccc(C)c(NC(=O)C2CCCN2S(=O)(=O)c2ccc3c(c2)CCCC(=O)N3)c1 (configuration not stated)	-6
COc1ccc(C2c3c(cc(C)oc3=O)OC(=N)C2C#N)cc1OCc1ccccc1 (configuration not stated)	3
Nc1c(C(=O)Nc2cc(C(F)(F)F)ccc2Cl)sc2nc3c(cc12)CCCC3	-2
CC(=O)N1CCN(c2ccc(NC(=O)c3ccc4ccccc4c3)cc2Cl)CC1	11
CCCn1c(SCC(O)c2ccccc2)nc2ccccc21 (configuration not stated)	0
O=C(/C=C/c1ccc(Br)cc1)Nc1nncs1	-17
CCCc1cc(CN(C)C(=O)CC2(c3cccc(C(F)(F)F)c3)CC(=O)N(C3CC3)C2=O)[nH]n1 (configuration not stated)	7
O=C(N/N=C/c1ccc(-c2cccc([N+](=O)[O-])c2)o1)c1cccc(Br)c1	2
CC(Sc1cc(-c2ccccc2)ncn1)C(=O)N1CCCC1 (configuration not stated)	5
CN(C)c1ccc(CNC(=O)c2ccc(NC(=O)N3CCCCc4ccccc43)cc2)cc1	2
CC1CCCc2sc3nc(SCC(=O)c4ccc(Br)cc4)nc(N)c3c21 (configuration not stated)	0
COC(=O)c1c(-c2ccc(C)c(C)c2)csc1NC(=O)C(C)C	2
OC1(C#Cc2ccccc2)c2ccccc2-c2ncccc21 (configuration not stated)	-9
COc1ccc(NC(=O)c2cccc(NC(=O)C(C)C)c2)cc1	-7
O=S(Cc1ccccc1Cl)c1nc(Cl)ns1 (configuration not stated)	30*
COc1ccccc1NC(=O)N1CCCc2cc(C)ccc21	-6
O=C(COc1ccccc1)Nc1cccc(-c2nc3cc4ccccc4cc3[nH]2)c1	4

The listing, from the first entry:
SMILES	RBX1-CUL1 inh
COc1ccc(CNS(=O)(=O)c2csc(C(N)=O)c2)cc1OC	7
CC(=O)Oc1ccc(O)c(C(=O)Nc2ccc(C)cc2)c1	0
C=C(C)Cn1c(=O)c2c(nc3n(CC(C)C)c(C)c(C)n23)n(C)c1=O	6
CC(C)Cn1c(CCO)nc2ccccc21	-6
c1ccc2[nH]c(CCCCCc3nc4ccccc4[nH]3)nc2c1	9
COc1cccc(CN2C(=O)c3ccccc3Sc3ccc(C(=O)NCc4ccccc4)cc32)c1	-1
Cc1ccc(C)c(NC(=O)C2CCCN2S(=O)(=O)c2ccc3c(c2)CCCC(=O)N3)c1 (configuration not stated)	-6
COc1ccc(C2c3c(cc(C)oc3=O)OC(=N)C2C#N)cc1OCc1ccccc1 (configuration not stated)	3
Nc1c(C(=O)Nc2cc(C(F)(F)F)ccc2Cl)sc2nc3c(cc12)CCCC3	-2
CC(=O)N1CCN(c2ccc(NC(=O)c3ccc4ccccc4c3)cc2Cl)CC1	11

Some of these compounds in order of molecular weight, rising:
SMILES	RBX1-CUL1 inh
CC(C)Cn1c(CCO)nc2ccccc21	-6
C=C(C)Cn1c(=O)c2c(nc3n(CC(C)C)c(C)c(C)n23)n(C)c1=O	6
CC(=O)N1CCN(c2ccc(NC(=O)c3ccc4ccccc4c3)cc2Cl)CC1	11

The list continues:
SMILES	RBX1-CUL1 inh
CCCn1c(SCC(O)c2ccccc2)nc2ccccc21 (configuration not stated)	0
O=C(/C=C/c1ccc(Br)cc1)Nc1nncs1	-17
CCCc1cc(CN(C)C(=O)CC2(c3cccc(C(F)(F)F)c3)CC(=O)N(C3CC3)C2=O)[nH]n1 (configuration not stated)	7
O=C(N/N=C/c1ccc(-c2cccc([N+](=O)[O-])c2)o1)c1cccc(Br)c1	2
CC(Sc1cc(-c2ccccc2)ncn1)C(=O)N1CCCC1 (configuration not stated)	5
CN(C)c1ccc(CNC(=O)c2ccc(NC(=O)N3CCCCc4ccccc43)cc2)cc1	2
CC1CCCc2sc3nc(SCC(=O)c4ccc(Br)cc4)nc(N)c3c21 (configuration not stated)	0
COC(=O)c1c(-c2ccc(C)c(C)c2)csc1NC(=O)C(C)C	2
OC1(C#Cc2ccccc2)c2ccccc2-c2ncccc21 (configuration not stated)	-9
COc1ccc(NC(=O)c2cccc(NC(=O)C(C)C)c2)cc1	-7
O=S(Cc1ccccc1Cl)c1nc(Cl)ns1 (configuration not stated)	30*
COc1ccccc1NC(=O)N1CCCc2cc(C)ccc21	-6
O=C(COc1ccccc1)Nc1cccc(-c2nc3cc4ccccc4cc3[nH]2)c1	4
COC(=O)c1cc(CNC(=O)COc2ccccc2)cc(NC(=O)C2(c3ccc(Cl)cc3)CC2)c1	4
O=C(Cn1cc(NC(=O)CCOc2ccccc2)cn1)NCc1cc2cc(F)ccc2[nH]1	4
COc1ccc2c(c1)C(C)(C)C/C(=C\c1ccco1)C2=O	6
COC(=O)CNC(c1ccccc1)c1cc(Br)ccc1NC(=O)c1ccccc1 (configuration not stated)	6
COc1ccc(C(=O)/C=C/c2cn(CC(O)CN3CCCCCC3)c3ccccc23)cc1OC (configuration not stated)	-9&-12
CCOC(=O)NC(NNC(=O)c1ccc(Br)cc1)(C(F)(F)F)C(F)(F)F	15
Cc1onc(-c2ccccc2)c1C(=O)Nc1nnc(CC(C)(C)C)s1	2
CN(C(=O)CSc1nc2ccccc2n1CC(=O)NCc1ccc(F)cc1)c1ccc(F)cc1	-7
Cc1ccc(S(=O)(=O)c2ncsc2-c2ccc(Cl)cc2)cc1	4
COc1ccc(N2C(=O)CC(N3CCN(C)CC3)C2=O)c(C)c1 (configuration not stated)	6
Cn1cnnc1-c1cccc(NC(=O)c2cc(F)c(F)cc2Cl)c1	10
Cc1ccc(C2C(C)C(NCCCN3CCN(c4cc(C)ccc4C)CC3)NS2(=O)=O)cc1 (configuration not stated)	-3
COc1cc(N2CCCC2)ccc1CC1=NC(=O)N(Cc2cccc(C)c2)C1=O	0
COc1ccccc1NC(=O)c1cc2ccccc2c(C=Nc2ccccc2)c1O	-2
COC(C)(C)CC(=N)C(=O)c1ccccc1	8
CCn1cnc2c1c(=S)[nH]c(=O)n2C	3
CC1(C)Cc2ccccc2C(c2sc3nc(-c4cccs4)cc(C(F)(F)F)c3c2N)=N1	3
COc1ccc(-c2cn3c(n2)sc2cc(C(=O)NC(C)C45CC6CC(CC(C6)C4)C5)ccc23)cc1 (configuration not stated)	2
Cc1cccc(C)c1OCc1cc(C(=O)N2CCC[C@H]2C(N)=O)no1	2
COc1ccc(C(=O)N(C)Cc2ccccc2)cc1Br	-3
O=C(OCc1ccc(Br)cc1)c1ccc(Cl)cc1Cl	-1
Cc1ccccc1NC(=O)CSc1nc2ccc(NC(=O)c3cccs3)cc2s1	0
Cn1cc(Cl)c(-c2n[nH]c(=S)n2-c2ccccc2)n1	4
CCc1ccc(S(=O)(=O)Nc2cc(F)ccc2F)cc1	6
O=C(Cn1ncc2c3ccccc3n(Cc3ccc(F)cc3)c2c1=O)NCCCN1CCCCC1	2
Cc1cccc(NC(=O)Cn2cc(C(=O)C3CCCCC3)c3ccccc32)c1C	-6
Cc1ccccc1-c1noc(-c2ccc(N3CCN(C)CC3)c([N+](=O)[O-])c2)n1	-1
OCCCc1n[nH]c(=S)n1-c1ccccc1	3
O=C(C1CCCN(c2ccccn2)C1)N1CCC(c2cc(=O)[nH]cn2)CC1 (configuration not stated)	-2
COc1cc(NC(=S)NCc2ccc(Cl)cc2)c(OC)cc1Cl	-6
CC(C)CCNC(=O)c1cn(CC(C)C)cc(C(=O)N2CCN(C(C)C)CC2)c1=O	3
Cc1ccc(NC(=NC23CC4CC(CC(C4)C2)C3)C(=NC23CC4CC(CC(C4)C2)C3)Nc2ccc(C)cc2)cc1	-6
Cc1cc(OCC(=O)N2CCOCC2)cc(C)c1NC(=O)c1sc2ccccc2c1Cl	0
CC1CC(C)CN(c2ccccc2C(C)(C)C)C1 (configuration not stated)	7
N#CC1=C2CCc3[nH]c4ccccc4c3C2C=NC1=O (configuration not stated)	18
CC(C)c1ccc(NC(=O)C2(C)Cc3ccccc3C(=O)O2)cc1 (configuration not stated)	4
CC(O/N=C/c1cccc([N+](=O)[O-])c1)C(=O)O (configuration not stated)	-4

(continued)
SMILES	RBX1-CUL1 inh
Cc1ccc(CN2C(=O)CSc3ccccc32)cc1	-10
O=C(Oc1ccc(Cl)c2cccnc12)c1cc2ccccc2oc1=O	-12
CCOC(=O)C1=C(C)N=c2s/c(=C/c3ccccc3OCC#N)c(=O)n2C1c1ccc(C)cc1 (configuration not stated)	0
Cc1ccc(Oc2cc(-n3nc(C)cc3C)ncn2)cc1	1
COc1ccc(CC(C(=O)Nc2ccc(I)cc2)C(C)C(=O)O)cc1 (configuration not stated)	6
CN(C)c1cnn(CC(=O)NCCCc2cccc(F)c2)c(=O)c1	-2
Cc1ccc(-n2ncc(C(=O)NCc3ccccc3)c2C2CCN(C(=O)OC(C)(C)C)CC2)cc1	0
O=C(Cc1ccccc1)Nc1ccnn1C1CCN(C(=O)C2CCOC2)CC1 (configuration not stated)	8
COC(=O)N1[C@@H](c2ccccc2)N(c2ccc(OC)cc2)[C@H](c2ccccc2)N1C(=O)OC	-1
c1ccc(CSC2=NCCCN2)cc1	2
CC(=O)Oc1ccc(N2C(=O)c3ccc(C(=O)Nc4ccc5c(c4)OCO5)cc3C2=O)cc1	1
COc1cc2c(-c3ccc(C)cc3)nc3c(c(C)nn3-c3ccccc3)c2cc1OC	2
CCOC(=O)c1ccc(N=C2CC(c3ccc(OCC)cc3)N(c3ccc(C(=O)OCC)cc3)C2=O)cc1 (configuration not stated)	-6
O=C(O)c1cc(Cl)c2ccccc2c1O	-5
CC1=Nc2ncnn2C(c2ccc(Cl)c(Cl)c2)C1C(=O)Nc1ccccc1C (configuration not stated)	10
CCOc1ccc(/C=C(/C#N)c2nc(-c3ccc(Cl)cc3Cl)cs2)cc1	-10
CCOc1ccc(OCC)c(NC(=O)CN(C)S(=O)(=O)c2ccc3c(c2)CCCC(=O)N3)c1	4
CCOC(=O)c1ccc(NC(=O)CSc2nc(-c3ccc(OC)cc3)cc(C(F)(F)F)c2C#N)cc1	-9
CCCN1CCCC1C(=O)Nc1ccc(-c2cscn2)cc1 (configuration not stated)	1
COC(=O)c1ccccc1NCN1C(=O)S/C(=C/c2ccc(F)cc2)C1=O	-1
C[C@@H]1CN(Cc2nnnn2CC(=O)N(C)Cc2cccc3cnccc23)C[C@H](C)O1	-8
COc1ccccc1N1CCN(C(=O)c2ccc(Nc3nc4ccccc4n4nnnc34)cc2)CC1	-2
CCCN(CCC)CCCNC(=O)C1CCC(CNS(=O)(=O)c2cccc3nsnc23)CC1 (configuration not stated)	-3
C=CCSc1nnc2c(n1)OC(c1c(Cl)cccc1Cl)Nc1ccccc1-2 (configuration not stated)	-2
COCCN1C(=O)NC(Cc2ccc(F)cc2)(C2CCN(C(=O)CC3=CCCCC3)CC2)C1=O (configuration not stated)	4
O=C(NCCc1ccccc1)C1CCN(C2CCN(Cc3ccccc3O)CC2)CC1	12
C=CC[C@@H]1CC=C[C@@H](C)N1C(=O)CCc1nnc(CCc2ccccc2OC)o1	-2
O=C1OC(C[N+](=O)[O-])C(Cl)=C1Oc1ccccc1 (configuration not stated)	4
COc1cc(CN2CCC(n3nccc3NC(=O)c3ccccc3)CC2)cc(OC)c1	0
COc1ccc(-n2nc(C(=O)N3CCCC(C)C3)c3c4ccccc4n(C)c3c2=O)cc1 (configuration not stated)	7
COc1ccc(Cl)cc1N(C)C(=O)c1cc2c(=O)oc3ccc(C)cc3c2s1	-4
CCCCCC1=NN(C(=O)c2ccccc2)C(O)(C(F)(F)F)C1 (configuration not stated)	4
COc1ccc(CNC(=O)c2oc3c(c2C)-c2nn(Cc4ccccc4Cl)cc2CC3)cc1	-6
CCCOc1ccc(-c2nc3ccc(Br)cc3c(=O)o2)cc1	3
N#CC1C(=N)C(C#N)(C#N)C(c2cccc(Br)c2)C2CN(Cc3ccccc3)CC=C12 (configuration not stated)	10
Cc1cccc(Cn2c(=O)n(CCCCC(=O)NCc3ccc4c(c3)OCO4)c(=O)c3ccccc32)c1	2
C/C(=N/NC(=S)SCN1C(=O)C2CCC(C)(C1=O)C2(C)C)c1ccccc1 (configuration not stated)	-1
CCC(=O)N1CCc2cc(S(=O)(=O)NC(Cc3ccccc3)C(=O)Nc3ccccc3C)ccc21 (configuration not stated)	5
CCOc1ccccc1N(CC)C(=O)N=C1CN(C)C(=O)c2ccccc21	-1
CN1C(=O)C(C(=O)CC#N)C(=NCc2ccccc2)N(C)C1=O (configuration not stated)	-4
O=C1NC(c2cccc(Oc3ccccc3)c2)C(C(=O)c2ccccc2)C(O)(C(F)(F)F)N1 (configuration not stated)	-4
COc1ccc(N2C(=N)S/C(=C\c3ccc(-c4ccc5c(c4)C(=O)NC5=O)o3)C2=O)cc1	0
CC(C)=CCN1CCNC(=O)C1CC(=O)N1CCCCO1 (configuration not stated)	0
COc1cc2c(cc1CC1=NC(=O)N(c3cccc(Cl)c3)C1=O)OCO2	-5
O=C(O)CCCNS(=O)(=O)c1ccccc1	0
COC(=O)c1cc2oc3ccccc3c2n1CC(=O)Nc1ccc(OC)c(OC)c1	4
Cc1ccc(NS(=O)(=O)c2ccc(NC(=O)c3ccc(Cl)cc3Cl)cc2)c(C)c1	5
CCc1ccc(C(=O)CC2(O)C(=O)N(Cc3cc(C(C)C)ccc3C)c3ccccc32)cc1 (configuration not stated)	6
COC(=O)CC(NC1CCN(c2ccc(NC(=O)CCCCc3ccccc3)cc2)CC1)C(=O)OC (configuration not stated)	3
O=C(COc1ccccc1F)OCc1cc(=O)n2nc(C3CCCCC3)sc2n1	-4

Some of the compounds tested; count on the stated rates, not on these rows.
